Bioassay records (PubChem)
TEAD-YAP block: TEAD-YAP interaction inhibition. hit rate 1.4% among 640,000. inhibition, % at 9.12 µM. HEK-TIYL cells, TEAD-Gal4/YAP UAS-luciferase luminescence. AID 1259422; in the data active means inhibition above about 32%;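 further: 0% = median of test compound wells and 100% = reference inhibitor wells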
MITF primary: inhibitors of human MITF; O75030; AlphaScreen MITF homodimerization, bead proximity signal; inhibition, % at 2.6 µM; hit rate 0.91% among 650,000; in the data active means inhibition above about 50%;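 further: 0% = vehicle wells with protein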
Target sequence (O75030 whole entry, looked up): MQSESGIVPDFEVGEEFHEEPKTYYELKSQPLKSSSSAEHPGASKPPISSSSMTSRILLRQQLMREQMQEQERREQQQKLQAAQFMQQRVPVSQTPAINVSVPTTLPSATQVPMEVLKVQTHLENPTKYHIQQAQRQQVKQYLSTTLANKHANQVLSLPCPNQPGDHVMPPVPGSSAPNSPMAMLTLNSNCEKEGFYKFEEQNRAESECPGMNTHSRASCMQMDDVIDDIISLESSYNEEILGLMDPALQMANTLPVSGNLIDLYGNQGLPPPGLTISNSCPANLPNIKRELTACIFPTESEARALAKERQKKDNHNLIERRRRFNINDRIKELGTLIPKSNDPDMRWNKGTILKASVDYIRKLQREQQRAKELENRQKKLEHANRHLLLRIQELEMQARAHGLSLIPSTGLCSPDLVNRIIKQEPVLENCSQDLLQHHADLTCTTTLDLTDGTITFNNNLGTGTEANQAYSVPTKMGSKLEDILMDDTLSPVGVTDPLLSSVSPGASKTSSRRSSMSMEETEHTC
GPR151 ag: activates the human receptor GPR151. AID 1508602. hit rate 1% among 650,000. PathHunter beta-arrestin GPR151 cells, luminescence. activation, % at 11.2 µM. Q8TDV0; in the data active means activation above about 4.9%;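 further: 0% = median of compound wells and 100% = cells with positive control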
Target sequence (Q8TDV0 whole entry, looked up): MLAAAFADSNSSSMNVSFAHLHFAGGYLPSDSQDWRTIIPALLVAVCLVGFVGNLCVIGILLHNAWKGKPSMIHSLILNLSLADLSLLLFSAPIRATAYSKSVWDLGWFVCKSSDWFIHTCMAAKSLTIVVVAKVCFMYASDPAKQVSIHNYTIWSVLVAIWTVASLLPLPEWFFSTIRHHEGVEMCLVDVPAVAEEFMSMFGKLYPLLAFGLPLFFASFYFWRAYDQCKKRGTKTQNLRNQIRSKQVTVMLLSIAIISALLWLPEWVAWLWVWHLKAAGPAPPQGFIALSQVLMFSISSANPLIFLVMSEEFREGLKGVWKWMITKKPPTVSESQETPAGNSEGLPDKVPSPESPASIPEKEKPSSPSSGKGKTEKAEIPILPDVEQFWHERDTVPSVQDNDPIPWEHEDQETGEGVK
FBW7 activator: human FBW7 E3 ligase activation, primary screen. Q969H0. AlphaScreen FBW7–phospho-cyclin E peptide binding, activator screen. normalized activity (activation), % at 26.1 µM. hit rate 0.13% among 650,000. AID 1259310; in the data active means normalized activity above about 1.9%;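 further: purified mutant Fbw7 with reduced substrate affinity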
The depositor's hits bear a star.

no. | smiles | TEAD-YAP block | MITF primary
1 | O=C(NCCN1CCCCCC1)C1CC(=O)N(CCc2ccccc2)C1 (stereo not drawn) | 17 | 5
2 | CCOC(=O)C1=CN(c2ccc(C)cc2)C=C(C(=O)OCC)C1c1ccccc1OCC | 4 | 10
3 | CC(C)N1CCC(=NNc2ccc(Cl)c(C(=O)O)c2)CC1 | -8 | -2
4 | Cc1cc(=O)n2nc(N(C)CC(=O)N3CCN(c4ccccc4F)CC3)sc2n1 | 6 | 9
5 | O=C(CCC(=O)OCCc1ccccc1)Nc1cccc([N+](=O)[O-])c1 | -3 | 19
6 | CN(C)CCC(=O)OC1CCCCC1S(=O)Cc1ccc(C(C)(C)C)cc1 (stereo not drawn) | -7 | 16
7 | Cc1ccc(CSc2nnc(NC(=O)COc3ccc([N+](=O)[O-])cc3)s2)cc1 | 3 | 13
8 | COCc1cc(C)nc(N/N=C\c2ccc(-c3ccc(C(=O)O)cc3)o2)c1C#N | 1 | -8
9 | Cc1[nH]c(=O)[nH]c(=O)c1CC(=O)OCC(C)C | -5 | 0
10 | O=[N+]([O-])c1ccc(N/N=C2\CC3CC=CC23)cc1 (stereo not drawn) | -31 | -5
11 | CCOC(=O)/C=C/c1c(C)[nH]c(=O)[nH]c1=O | -1 | -19
12 | COc1cccc(OC)c1C(=O)OCC(=O)NCc1ccco1 | 1 | -8
13 | CCOC(=O)CNC(=O)c1sc2ncn(CC(=O)Nc3ccc(C)c(Cl)c3)c(=O)c2c1C | 2 | -9
14 | COc1cc([N+](=O)[O-])ccc1NC(=O)c1ccncc1 | -3 | 13
15 | CN(C(=O)c1ccc(OC2CCN(Cc3ccccn3)CC2)cc1)C1CCCCC1 | 8 | 8

no. | GPR151 ag | FBW7 activator
1 | 3.4 | 0.1
2 | 1.1 | -0.1
3 | -0.1 | -0.1
4 | -1.7 | 0.2
5 | -1.4 | 0.4
6 | 0.9 | -0.3
7 | 0.6 | 0.0
8 | -2.2 | 0.1
9 | -1.2 | 0.2
10 | -0.8 | -0.1
11 | -1.4 | 0.1
12 | -1.2 | -0.1
13 | -1.4 | 0.1
14 | -0.6 | 0.2
15 | 0.2 | -0.1

Next results:
no. | smiles | TEAD-YAP block | MITF primary
16 | Cc1ccc2c(c1)/C(=C/c1nc3ccccc3c(=O)n1C)C(=O)N2 | 18 | 18
17 | CCOC(=O)c1c(NC(=O)COC(=O)C(CC(C)C)NC(=O)c2ccccc2)sc2c1CCC2 (stereo not drawn) | -2 | 16
18 | c1ccc(-c2nnnn2-c2ccccc2)cc1 | 5 | 1
19 | N#C/C(=C/c1ccc(Cl)cc1)C(=O)Nc1sc2c(c1C(N)=O)CCCC2 | -10 | 23
20 | O=C(NCc1ccco1)c1ccc2c(=O)n(CCC3=CCCCC3)c(=S)[nH]c2c1 | 6 | 13
21 | CCOC(=O)C1(C)C=C(Nc2ccccc2)C(=O)N1c1ccccc1 (stereo not drawn) | -22 | -2
22 | Cc1ccc2nc(CN(C)Cc3ccno3)nc(N3CCSCC3)c2c1 | -8 | -5
23 | CC(C)Oc1ccc(Br)cc1/C=C(\C#N)c1nn(-c2ccccc2)c(N)c1C#N | -5 | 7
24 | O=C(c1ccccc1)c1cc(Cl)ccc1Nc1nc(-c2ccccc2)c2cc(Cl)ccc2n1 | 0 | 21
25 | Cc1ccn2cc(CCNC(=O)COc3ccccc3)nc2c1 | 3 | -2
26 | Cc1ccc(NCCNC(=O)C(C)Oc2ccccc2)nn1 (stereo not drawn) | 2 | 5
27 | Cn1ncc2ccc(-c3cccc4cnc(Nc5ccc(-n6cnc(N7CCOCC7)n6)cc5)nc34)cc21 | 2 | 10
28 | CC(C)C(=O)N1CCC2(CC1)OCc1cc(-c3ccco3)ccc1O2 | 6 | 16
29 | O=C(CCC1(Cc2ccco2)CCC(=O)N1)NCCn1ccc2ccccc21 (stereo not drawn) | 1 | -7
30 | Cn1c(-c2ccccc2)nc2c(c1=O)C1(CCCCC1)Cc1ccccc1-2 | 0 | -16

no. | GPR151 ag | FBW7 activator
16 | 1.3 | 0.0
17 | 1.6 | 0.0
18 | 1.6 | 0.0
19 | 0.6 | 0.3
20 | 0.2 | 0.6
21 | 2.4 | -0.1
22 | 2.4 | -0.1
23 | 0.4 | -0.1
24 | -0.5 | 0.4
25 | 2.0 | 0.5
26 | -0.2 | 0.7
27 | -0.9 | -0.2
28 | -0.1 | 0.7
29 | 0.0 | -0.1
30 | 0.8 | -0.1

Next section.
no. | smiles | TEAD-YAP block | MITF primary
31 | O=c1c2ccccc2nc(-c2ccc(F)cc2)n1NC/C=C/c1ccccc1 | -5 | -11
32 | CCN1C(=O)/C(=C\c2nc3ccccc3c(=O)n2-c2ccccc2OC)c2ccccc21 | -3 | 0
33 | COCCCn1cnc2c(c1=O)c1nc3ccccc3nc1n2-c1cccc(C)c1 | 1 | 21
34 | CCN(CC)c1ncnc2c1oc1ccccc12 | -3 | 0
35 | O=C(Nc1nc(-c2ccccc2)cs1)c1ccc(S(=O)(=O)N2CCOCC2)cc1 | 17 | -3
36 | O=C(Nc1c2c(nn1-c1ccc([N+](=O)[O-])cc1)CS(=O)(=O)C2)C1CCCC1 | 2 | 11
37 | CCc1ccc(N2C(=O)CN(CC(=O)OC)C2=S)cc1 | 4 | 4
38 | COC(=O)c1ccc(COC(=O)/C=C/c2ccc(OCC#N)c(OC)c2)cc1 | 9 | 3
39 | COC(=O)C1=CN(Cc2ccc(F)cc2)C=C(C(=O)OC)C1c1ccc(C)s1 | 3 | -4
40 | COc1cccc(C2NC(=O)NC(C)=C2C(=O)OCc2ccccc2)c1 (stereo not drawn) | -12 | 1
41 | Cc1c(C(=O)Nc2ccc(Oc3ccccc3)cc2)sc2ncnc(N3CCN(c4ccccc4F)CC3)c12 | -5 | 4
42 | COc1cc(OC)c(C2N(c3ccc(Cl)cc3)C(=O)C3CCCN32)cc1OC (stereo not drawn) | 4 | 16
43 | COc1ccc(C(=O)CC2(O)C(=O)Nc3ccc(Cl)cc32)cc1[N+](=O)[O-] (stereo not drawn) | 3 | -6
44 | NC1=NC(=O)/C(=C/c2ccccc2OCc2ccc([N+](=O)[O-])cc2)S1 | -7 | 2
45 | Cc1cc(O)c(NC(=O)c2ccc3c(c2)OCCO3)cc1C | 1 | -3

no. | GPR151 ag | FBW7 activator
31 | 0.2 | -0.1
32 | 2.0 | -0.2
33 | -0.3 | 0.8
34 | 0.2 | -0.1
35 | 2.6 | 0.0
36 | 0.7 | -0.2
37 | -0.4 | 0.8
38 | -1.6 | 0.2
39 | 2.1 | 0.1
40 | -2.2 | -0.1
41 | -0.3 | -0.2
42 | -0.2 | -0.1
43 | -0.7 | -0.1
44 | -1.0 | 0.1
45 | -8.1 | -0.1

Already shown: an excerpt of the list.
no. | smiles | TEAD-YAP block | MITF primary
1 | O=C(NCCN1CCCCCC1)C1CC(=O)N(CCc2ccccc2)C1 (stereo not drawn) | 17 | 5
2 | CCOC(=O)C1=CN(c2ccc(C)cc2)C=C(C(=O)OCC)C1c1ccccc1OCC | 4 | 10
3 | CC(C)N1CCC(=NNc2ccc(Cl)c(C(=O)O)c2)CC1 | -8 | -2
4 | Cc1cc(=O)n2nc(N(C)CC(=O)N3CCN(c4ccccc4F)CC3)sc2n1 | 6 | 9
5 | O=C(CCC(=O)OCCc1ccccc1)Nc1cccc([N+](=O)[O-])c1 | -3 | 19
6 | CN(C)CCC(=O)OC1CCCCC1S(=O)Cc1ccc(C(C)(C)C)cc1 (stereo not drawn) | -7 | 16
7 | Cc1ccc(CSc2nnc(NC(=O)COc3ccc([N+](=O)[O-])cc3)s2)cc1 | 3 | 13
8 | COCc1cc(C)nc(N/N=C\c2ccc(-c3ccc(C(=O)O)cc3)o2)c1C#N | 1 | -8
9 | Cc1[nH]c(=O)[nH]c(=O)c1CC(=O)OCC(C)C | -5 | 0
10 | O=[N+]([O-])c1ccc(N/N=C2\CC3CC=CC23)cc1 (stereo not drawn) | -31 | -5
11 | CCOC(=O)/C=C/c1c(C)[nH]c(=O)[nH]c1=O | -1 | -19

no. | GPR151 ag | FBW7 activator
1 | 3.4 | 0.1
2 | 1.1 | -0.1
3 | -0.1 | -0.1
4 | -1.7 | 0.2
5 | -1.4 | 0.4
6 | 0.9 | -0.3
7 | 0.6 | 0.0
8 | -2.2 | 0.1
9 | -1.2 | 0.2
10 | -0.8 | -0.1
11 | -1.4 | 0.1

New compounds follow
no. | smiles | TEAD-YAP block | MITF primary
46 | Cc1ccc2c(c1)N(CC(=O)Nc1ccccc1C)C(=O)c1cccnc1O2 | -6 | -4
47 | COCc1cc(=O)[nH]c(SCC(=O)Nc2ccc(C)c(C)c2)n1 | 0 | -10
48 | O=C(O)c1cc(N2C(=O)C3C(C2=O)C2(c4ccccc4)C(=O)C3(c3ccccc3)C(c3ccccc3)=C2c2ccccc2)ccc1Cl (stereo not drawn) | 16 | 1
49 | N#C/C(=C\Nc1cccc(C(F)(F)F)c1)c1nc(-c2cc3cc(Br)ccc3oc2=O)cs1 | 7 | 0
50 | CCCNc1nc(-c2ccc(OC)nc2)ncc1C | 12 | 7
51 | CCCc1[nH]n(-c2ccc(F)cc2)c(=O)c1C=Nc1ccc(Cl)cc1 | 1 | 10
52 | CCOc1ccccc1CN1CCc2nnc(CNC(=O)C3CCC(=O)N3)n2CC1 (stereo not drawn) | -5 | -13
53 | O=C(Nc1ccc(Cl)cc1)c1cc(Br)ccc1NS(=O)(=O)c1ccc(Cl)cc1 | 13 | -8
54 | O=C(CSc1nc2ccccc2c(=O)n1CC1CCC(C(=O)NCc2ccco2)CC1)NC1CCCCC1 (stereo not drawn) | 0 | 1
55 | COc1ccc(-c2nnc3n2C2(CCCCC2)Cc2ccccc2-3)cc1 | -14 | -5
56 | Cc1occc1C(=O)NNS(=O)(=O)c1ccc([N+](=O)[O-])cc1 | 23 | 23
57 | CN1C(=O)c2cccc(NC(=O)c3cc(-c4ccccc4)nc4ccccc34)c2C1=O | 1 | 7
58 | CCNC(=O)N1CCC(n2nccc2NC(=O)CCCc2ccccc2)CC1 | 2 | 11
59 | O=C(Nc1ccc2c(c1)N(C(=O)C1CCCC1)CC2)c1ccco1 | 2 | -21
60 | CN1CCN(S(=O)(=O)c2ccc(NC(=O)COc3ccccc3)cc2)CC1 | 5 | 18

no. | GPR151 ag | FBW7 activator
46 | 2.2 | 0.6
47 | 0.5 | 0.1
48 | 1.1 | -0.1
49 | -1.5 | -0.1
50 | 1.1 | 0.2
51 | -1.1 | 0.0
52 | -0.3 | 0.0
53 | 1.0 | 0.1
54 | -0.2 | -0.1
55 | -1.4 | 0.1
56 | 0.2 | 1.3
57 | -2.1 | 0.3
58 | 1.0 | 0.5
59 | -1.6 | -0.1
60 | -0.8 | 1.2

(cont.)
no. | smiles | TEAD-YAP block | MITF primary
61 | COc1ccc2cc3cc(C(=O)N4CCN(c5ccccn5)CC4)oc3nc2c1 | -7 | -10
62 | NS(=O)(=O)c1ccc(NC(=S)NC(=O)c2ccc3c(c2)OCO3)cc1 | -21 | 18
63 | Cc1ccc(OCC(=O)Nc2cccc(-c3nc4ccccc4s3)c2C)cc1 | 6 | 13
64 | O=c1c2ccccc2nc(SCc2cc(=O)n3ccccc3n2)n1Cc1cccs1 | -8 | 14
65 | O=S(=O)(CCCCl)c1nc2ccccc2s1 | 27 | 0
66 | O=C(COc1ccccc1)Nc1nc2c(F)cc(F)cc2s1 | 6 | -5
67 | O=S(=O)(Cc1ccccc1Cl)NCCc1ccsc1 | 6 | -7
68 | COc1ccc(C2(O)CSC3=C(C#N)C(c4ccc(F)cc4)CC(=O)N32)cc1 (stereo not drawn) | -38 | 7
69 | Cn1c(=O)cc(SCC(=O)NCCCN2CCCCCC2)c2ccc(Cl)cc21 | 1 | -8
70 | COC(=O)c1cc(Br)ccc1NC(=O)COc1ccc([N+](=O)[O-])cc1 | 9 | -1
71 | Cc1ccc(C(=O)N/C(=C\c2ccccc2)C(=O)NCc2cccnc2)cc1 | 2 | 5
72 | O=C(CSc1nnc(-c2ccccc2)n1-c1ccccc1)Nc1ccc2nc(SCC(=O)N3CCc4ccccc43)sc2c1 | 3 | 20
73 | CC(Nc1n[nH]c(=O)[nH]c1=O)C(=O)N/N=C/c1cccnc1 (stereo not drawn) | 8 | 4
74 | COc1cc(C=O)ccc1OCc1ccc(C(=O)O)cc1 | -7 | -13
75 | COCCNC(=O)CSc1ccc(-c2ccc(F)cc2)nn1 | 12 | 4

no. | GPR151 ag | FBW7 activator
61 | -0.2 | -0.1
62 | 0.0 | 0.0
63 | 0.4 | 0.3
64 | -1.6 | 0.3
65 | 0.3 | 0.1
66 | 1.9 | 0.1
67 | -0.3 | 0.1
68 | -0.1 | -0.2
69 | 1.0 | -0.3
70 | 0.0 | 0.1
71 | -0.9 | 0.1
72 | -0.4 | 0.0
73 | -0.8 | -0.1
74 | 1.4 | -0.1
75 | 0.4 | 0.1

Some entries already given with just MITF primary:
item | smiles | MITF primary
69 | Cn1c(=O)cc(SCC(=O)NCCCN2CCCCCC2)c2ccc(Cl)cc21 | -8
70 | COC(=O)c1cc(Br)ccc1NC(=O)COc1ccc([N+](=O)[O-])cc1 | -1

(continued)
no. | smiles | TEAD-YAP block | MITF primary
76 | COC(=O)C1CCN(C(c2ccc(OC)c(OC)c2)c2sc3nc(C)nn3c2O)CC1 (stereo not drawn) | -21 | -5
77 | Fc1ccccc1/C=N/Nc1ncc(Br)cn1 | -85 | 7
78 | CCc1ccccc1NC(=O)CN1C(=O)C(C)(C)Oc2ccc(C(=O)NC(C)(C)C)cc21 | -11 | 4
79 | O=C(/C=N/O)Nc1ccccc1 | -2 | 9

no. | GPR151 ag | FBW7 activator
76 | 2.7 | -0.5
77 | -3.1 | 0.5
78 | 0.0 | 0.3
79 | 0.2 | 0.0
